D1 antag = Antagonist of Human D 1 Dopamine Receptor: qHTS; 360,000 tested, 3.2% active; HEK293 TREx D1 cells, calcium flux, dopamine EC80; stronger effect = lower value; activity change, negative = inhibition, % at 10 µM; in the data active = activity change below about -30%; note: % is set by controls: 0 for no effect and ±100 for the full control effect
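Compound effects on dopamine-evoked calcium signalling were measured in tetracycline-induced HEK293 Trex D1 cells. Dopamine at EC80 followed a 180 s compound pre-read, and fluorescence was tracked kinetically for 180 s more.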
RXFP1 antagonist = qHTS Assay for Antagonists of the Relaxin Receptor RXFP1. Relaxin receptor 1 (Homo sapiens), Q9HBX9. HEK293-RXFP1, relaxin-stimulated cAMP HTRF, 30 min; stronger effect = lower value. activity change, negative = inhibition, % at 57.5 µM. 350,000 tested, 0.59% active. AID 1259400, 2018;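 active = activity change of -60% or lower, but not beyond a set lower limit; inconclusive = change between -60% and -40%, or beyond the set limit; inactive = change above -40%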; note: % is set by controls: 0 for no effect and ±100 for the full control effect
Target sequence (Q9HBX9 whole entry, looked up): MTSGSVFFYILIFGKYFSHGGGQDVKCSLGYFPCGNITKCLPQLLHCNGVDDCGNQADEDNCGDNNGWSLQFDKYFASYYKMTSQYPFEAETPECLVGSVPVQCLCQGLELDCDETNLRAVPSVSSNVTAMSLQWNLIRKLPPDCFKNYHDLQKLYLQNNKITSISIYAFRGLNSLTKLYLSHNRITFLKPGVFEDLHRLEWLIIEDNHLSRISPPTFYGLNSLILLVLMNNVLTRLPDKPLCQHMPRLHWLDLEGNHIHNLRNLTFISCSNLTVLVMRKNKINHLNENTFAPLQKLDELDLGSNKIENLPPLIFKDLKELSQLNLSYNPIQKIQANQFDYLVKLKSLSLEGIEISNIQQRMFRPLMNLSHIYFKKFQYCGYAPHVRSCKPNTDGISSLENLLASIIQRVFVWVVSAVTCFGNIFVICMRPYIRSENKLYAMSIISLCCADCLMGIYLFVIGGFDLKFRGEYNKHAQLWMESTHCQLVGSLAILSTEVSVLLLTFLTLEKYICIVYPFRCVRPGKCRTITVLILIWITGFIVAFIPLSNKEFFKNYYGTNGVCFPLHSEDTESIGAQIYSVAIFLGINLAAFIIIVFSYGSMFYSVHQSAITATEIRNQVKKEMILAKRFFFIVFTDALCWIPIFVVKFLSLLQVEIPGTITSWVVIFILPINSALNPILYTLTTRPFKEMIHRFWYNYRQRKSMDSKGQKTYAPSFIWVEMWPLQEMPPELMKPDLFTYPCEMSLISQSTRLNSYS
D1 potentiator = Potentiators of Human D1 Dopamine Receptor: qHTS | D(1A) dopamine receptor (Homo sapiens), P21728 | HEK293 TREx D1 cells, calcium flux, dopamine EC20 potentiation | potentiation, % at 10 µM | 360,000 tested, 0.036% active | AID 504651, 2011; in the data active = potentiation above about 30%; note: 0% is about no effect
TRHR enhancer = qHTS for Small Molecule Agonists and Allosteric Enhancers of Human TRH Receptor: Primary Screen for Enhancers | enhancement, % at 2 µM | 360,000 tested, 0.66% active | TRHR cells, fluo-8 calcium fluorescence, EC20 TRH enhancement; in the data active = enhancement above about 30%; note: 0% is about no effect
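TRHR-expressing cells loaded with fluo-8 calcium dye were read kinetically (ex 480/em 530) during compound addition, then stimulated with an EC20 of TRH (10 nM final). Enhancement of the Gq-mediated intracellular calcium response was scored.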
RXFP1 ag = qHTS Assay for Agonists of the Relaxin Receptor RXFP1; HEK293T-RXFP1 cAMP TR-FRET, 30 min; response scale: percent of porcine relaxin response, buffer zero; AID 2676, 2010; 370,000 tested, 0.3% active; Relaxin receptor 1 (Homo sapiens), Q9HBX9; Potency, µM (highest dose often 57.5 µM), for the others: at the highest dose activation, most hits filed as activators; active = well fitted activation curve with a large enough effect; inconclusive = small, poorly fitted or top-dose-only effect; note: potency is the fitted concentration of half-maximal effect; % is set by controls: 0 for no effect and ±100 for the full control effect; nearly all actives have a fitted effect of over 60% in size; many of its hits are not listed in these tables
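Agonist response is measured as cAMP accumulation in an RXFP1-transfected HEK293T line under PDE4 inhibition. Values are scaled between buffer-only and 29 nM porcine relaxin, and EC50s come from standard Hill equation fits.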
D1 agonist = Allosteric Agonists of the Human D1 Dopamine Receptor: qHTS. D(1A) dopamine receptor (Homo sapiens), P21728. 360,000 tested, 1% active. AID 504660, 2011. HEK293 T-REx D1 cells, calcium flux, agonist mode. activation, % at 2 µM; in the data active = activation above about 30%; note: 0% is about no effect
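Inducible HEK293 T-REx D1 cells, force-coupled to calcium signalling, were plated at 4000 cells/well with tetracycline and held overnight at 30 C. After no-wash calcium dye loading, compound-evoked calcium rise over 180 s flagged agonists.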
D2 agonist = HTS Assay for Allosteric Agonists of the Human D2 Dopamine Receptor: Primary Screen for Agonists | activation, % at 2 µM | 340,000 tested, 0.53% active | AID 485358, 2010 | HEK293 T-REx D2 cells, calcium flux agonist mode;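 active = activation over 3 SD above normal in the single-dose calcium agonist read, cut at about 30% in these data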; note: 0% is about no effect
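Tetracycline-induced HEK293 T-REx cells with force-coupled D2 receptor, plated overnight at 30 C, loaded with no-wash calcium dye. After a 10 s baseline, compound was pin-added and calcium flux read kinetically for 180 s; calcium rises flagged agonists.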
D2 PAM = HTS Assay for Positive Allosteric Modulators of the Human D2 Dopamine Receptor: Primary Screen for Potentiators. D(2) dopamine receptor (Homo sapiens), P14416. HEK293 T-REx D2, calcium flux, EC20 dopamine potentiation. 340,000 tested, 0.34% active. potentiation, % at 10 µM;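 active = potentiation over 3 SD above the plate norm, cut at about 30% in these data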; note: 0% is about no effect
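Using a no-wash calcium dye in inducible, force-coupled HEK293 Trex cells expressing D2, we tracked fluorescence each second for 180 s after compound, then for 180 s after EC20 dopamine to detect augmented signalling.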
D2 antag = HTS Assay for Allosteric Antagonists of the Human D2 Dopamine Receptor: Primary Screen for Antagonists; D(2) dopamine receptor (Homo sapiens), P14416; 340,000 tested, 2% active; HEK293 TREx D2 cells, calcium flux, dopamine EC80; inhibition, % at 10 µM; in the data active = inhibition above about 30%; note: 0% is about no effect
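Tetracycline-induced HEK293 TREx cells expressing D2 receptor forced-coupled to calcium signalling, loaded with no-wash calcium dye. Compounds added and calcium flux read 180 s, then dopamine added at EC80 and read a further 180 s.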
* hit, by the source's call; ? = inconclusive; nt = not tested or not shown.

smiles | D1 antag | RXFP1 antagonist | D1 potentiator | TRHR enhancer | RXFP1 ag | D1 agonist | D2 agonist | D2 PAM | D2 antag
COc1cc(C2NC(=O)c3c(sc4c3CCN(C)C4)N2)ccc1OC(=O)c1ccccc1 (stereo not given) | 1 | ? | 4 | -6 | 2.6% | 38* | 12 | 5 | nt
S=c1[nH]nc(-c2ccncc2)n1/N=C/c1cccc2ccccc12 | 2 | nt | 1 | -1 | -0.8% | 3 | 5.6 | 14 | -2
COc1ccccc1N(C)S(=O)(=O)c1ccc(C(=O)N(C)Cc2ccc(Cl)s2)cc1 | -17 | -24 | nt | -2 | 1.0% | 19 | 0.7 | -9 | -12
COc1ccccc1NC(=O)CSc1nccn1Cc1ccc(F)cc1 | -2 | 1 | 2 | -6 | -1.3% | 4 | 0.4 | -5 | 2
O=C(NCCc1ccc(Cl)cc1)c1ccc2c(c1)nc1n2CCOC1 | 4 | -20 | 1 | -2 | 3.1% | 0 | 1.1 | 7 | nt
Cc1ccc(NC(=O)CC2Oc3ccccc3NC2=O)cc1C (stereo not given) | 8 | -15 | -6 | 9 | 4.6% | -1 | 0.1 | -7 | nt
COc1ccc(/C=C2\CCCC3C2=NN(C(=O)c2scnc2C)C3c2ccc(OC)c(OC)c2)cc1OC (stereo not given) | 10 | 1 | 0 | -2 | -3.6% | 2 | nt | nt | nt
COc1ccc2c3n(nc2c1)CCN=C3c1ccc(Cl)cc1 | 15 | nt | 0 | -4 | 1.5% | 1 | 0.0 | -7 | -3
CC(C)(C)C(=O)/C(C#N)=C/c1ccc(O)cc1 | -34* | 8 | -6 | -5 | -1.4% | 7 | 1.5 | 1 | 7
O=C(CCCn1c(=O)[nH]c2cc(Cl)ccc2c1=O)NCCCN1CCCC1 | -15 | -8 | -3 | -1 | 1.4% | 2 | 0.8 | -9 | -4
CCC(C(=O)Nc1ccc(C(C)C)cc1)c1ccccc1 (stereo not given) | -51* | ? | -6 | -5 | 3.0% | 76* | 11 | 4 | 18
CCn1c(=O)n(CC)c2cc(N3CCCC3)c(NC(=O)c3ccc(C)cc3)cc21 | -16 | -6 | -1 | -5 | 1.1% | -1 | 0.5 | -4 | 12
Cc1ccccc1NC(=O)C(=O)NCC1(c2ccccc2)CCCC1 | -16 | ? | -4 | -25 | -4.1% | 1 | 20 | -19 | nt
Cc1ccc(-c2c3c(=O)n(C)c(=O)n(C)c3c3cnc4ccccc4n23)cc1 | 4 | 5 | 7 | 59* | 2.2% | 1 | 0.0 | 6 | nt
O=C(N=C1SC2CS(=O)(=O)CC2N1Cc1ccccc1)C1CCCCC1 (stereo not given) | 0 | 6 | 7 | 0 | 0.0% | 4 | -0.7 | -7 | -2

Exported with two lines to a compound: part of the list above
The line under a structure holds: D1 antag | RXFP1 antagonist | D1 potentiator | TRHR enhancer | RXFP1 ag | D1 agonist | D2 agonist | D2 PAM | D2 antag
Cc1ccc(NC(=O)CC2Oc3ccccc3NC2=O)cc1C (stereo not given)
    8 | -15 | -6 | 9 | 4.6% | -1 | 0.1 | -7 | nt
COc1ccc(/C=C2\CCCC3C2=NN(C(=O)c2scnc2C)C3c2ccc(OC)c(OC)c2)cc1OC (stereo not given)
    10 | 1 | 0 | -2 | -3.6% | 2 | nt | nt | nt

New compounds follow
smiles | D1 antag | RXFP1 antagonist | D1 potentiator | TRHR enhancer | RXFP1 ag | D1 agonist | D2 agonist | D2 PAM | D2 antag
Oc1c(C(c2ccccc2)N2CCC(O)CC2)sc2nc(-c3ccco3)nn12 (stereo not given) | nt | 11 | -1 | 7 | -0.6% | -4 | -0.4 | 1 | nt
O=C(COc1ccc(Br)cc1Cl)NC(=S)N1CCc2ccccc21 | -3 | -18 | -2 | 3 | 3.5% | 7 | 0.8 | -5 | -4
CCOc1ccccc1N1CCN(C(=O)CCNS(=O)(=O)c2ccccc2F)CC1 | -4 | -16 | 1 | -4 | -0.7% | 3 | 0.3 | -15 | 9
CC(C#N)(NC(=O)CN1CCN(S(=O)(=O)c2cc(C(F)(F)F)ccc2Cl)CC1)C1CC1 (stereo not given) | -18 | -7 | 6 | -4 | 0.0% | 8 | 0.2 | -2 | 13
COc1ccc(CCn2c(O)c(C=Nc3cccc(F)c3)c(=O)[nH]c2=O)cc1OC | -17 | -17 | -7 | 2 | -1.3% | 4 | 0.7 | 2 | 0
Cc1noc(/C=C/c2ccco2)c1S(=O)(=O)N1CCC(C(=O)NC(C)c2ccccc2)CC1 (stereo not given) | -13 | -4 | -1 | 5 | 3.0% | 6 | 0.5 | 9 | -8
COc1ccccc1NC(=O)c1ccc(NC(=O)c2nc3nccc(C)n3n2)cc1 | -12 | -1 | 4 | 4 | -0.2% | 0 | 0.1 | 6 | -2
Cc1ccccc1NC(=O)c1c(NC(=O)C(C)Oc2cccc(Cl)c2)sc2c1CCCC2 (stereo not given) | -19 | 9 | -1 | -6 | -1.8% | -1 | 0.4 | 13 | nt
O=C(COC(=O)c1ccc(S(=O)(=O)N2CCOCC2)cc1)NC1CCCCCCC1 | -6 | -5 | -5 | 17 | 0.5% | 6 | -1.9 | -1 | -18
CCOc1ccc(S(=O)(=O)NC2CCCCCC2)cc1 | -26 | 5 | -9 | -7 | -1.3% | 4 | 0.0 | 1 | 1
O=C(Nc1ccc(Cc2ccc(NC(=O)C3CC3)c(O)c2)cc1O)C1CC1 | -4 | -12 | -7 | 7 | -0.6% | 2 | -0.4 | 0 | -12
CCOC(=O)C(=O)Nc1ccccc1C(N)=O | -10 | -11 | -2 | -3 | 0.7% | 1 | 0.3 | -11 | -13
CN1C(=O)c2cccc(NCCCN3C(=O)c4ccccc4C3=O)c2C1=O | -5 | 18 | 1 | 0 | 7.0% | 4 | 0.3 | -4 | 11
O=C(NC1CC(=O)N(c2ccc(Cl)cc2)C1)C1CCCC1 (stereo not given) | nt | -11 | -2 | -3 | -0.8% | 0 | -1.0 | -3 | nt
COCc1cc(C)nc2c1C(=O)NC(c1ccc(C)cc1)N2Cc1ccccc1 (stereo not given) | 3 | -1 | 3 | -7 | 1.0% | 3 | 0.0 | 7 | nt

Further entries follow.
smiles | D1 antag | RXFP1 antagonist | D1 potentiator | TRHR enhancer | RXFP1 ag | D1 agonist | D2 agonist | D2 PAM | D2 antag
CCSc1nn(CC(=O)Nc2cccc(CC)c2)c(N)c1S(=O)(=O)c1ccccc1 | -1 | nt | -1 | -1 | -2.2% | 7 | 0.0 | -19 | nt
CCc1nnc(NC(=O)CSc2nnc(Cc3ccccc3)n2-c2ccccc2)s1 | -13 | 4 | -9 | -7 | 0.4% | 3 | nt | nt | nt
Cc1ccc(NS(=O)(=O)c2ccc3c(c2)c(=O)n(C)c(=O)n3C)cc1F | -18 | 6 | -2 | 7 | 3.7% | 3 | -0.3 | 12 | -11
CCC(C)Sc1nc2c(c(=O)[nH]c(=O)n2C)n1CC(O)COc1ccccc1C (stereo not given) | 31 | -12 | -3 | -5 | -0.9% | 1 | 0.3 | -6 | 30*
CCOC(=O)c1cn[nH]c1NC(=S)Nc1ccccc1 | 39 | 0 | -4 | 9 | -1.9% | 0 | -2.1 | 4 | -1
NC(=O)C1CCN(C(=O)Cc2ccc([N+](=O)[O-])cc2)CC1 | 1 | 12 | 3 | 15 | 2.8% | 2 | 0.5 | 8 | -2
COc1ccc(C(=O)Nc2cc([N+](=O)[O-])ccc2N2CCCC2)cc1 | -13 | -29 | 0 | -1 | -0.3% | 0 | nt | nt | nt
Cc1ccnc(NS(=O)(=O)c2ccc(NC(=O)CCOc3ccccc3)cc2)n1 | 13 | -3 | -1 | 6 | -0.2% | 4 | -0.1 | -2 | 7
CCOC(=O)CCSc1nc(C(C)(C)C)cc(C(F)(F)F)c1C#N | 10 | -13 | -7 | 0 | 1.7% | 3 | -0.7 | -4 | 11
COC(=O)c1ccc(NC(=S)N2CCCC2)cc1 | 3 | 11 | -4 | -8 | 0.0% | 3 | 0.9 | -1 | -7
CCCN(C(=O)c1cc2c(=O)oc3ccc(C)cc3c2s1)c1ccc(OCC)cc1 | 0 | nt | 0 | 9 | -0.3% | 1 | nt | 13 | nt
O=C(NCCN1CCOCC1)c1ccc(NS(=O)(=O)c2cccc([N+](=O)[O-])c2)cc1 | -5 | -4 | 3 | 11 | -2.1% | 2 | -0.2 | -3 | 2
Cc1ccc(-n2c(CCc3ccccc3)nnc2SCC(=O)NCc2ccccc2)cc1C | 16 | 3 | -1 | -7 | 7.5% | 6 | 0.8 | 2 | 15
CC(=O)N1CSCC1C(=O)O (stereo not given) | 2 | -4 | 3 | -1 | 0.4% | 3 | 0.1 | -1 | -5
CC(=O)c1ccc(NC(=O)C2CCN(S(=O)(=O)c3ccc4c(c3)CCCN4C(=O)C3CCC3)CC2)cc1 | 10 | -11 | -4 | 0 | 8.2% | 0 | 1.0 | 11 | nt

(more compounds)
smiles | D1 antag | RXFP1 antagonist | D1 potentiator | TRHR enhancer | RXFP1 ag | D1 agonist | D2 agonist | D2 PAM | D2 antag
COc1ccc(N2C(N)=NC(N)=NC2(C)C)cc1 | -3 | -9 | 0 | 1 | 1.3% | 1 | -1.0 | 31* | -13
Cc1cccc(C(=O)NNC(=O)c2ccccc2Br)c1 | -5 | 10 | -2 | 11 | -0.1% | 2 | -1.8 | 6 | -11
O=C(Cn1cc(S(=O)(=O)Cc2ccccc2F)c2ccccc21)NCc1ccccc1 | 7 | -11 | -2 | 3 | 3.9% | 3 | 1.5 | -4 | nt
Cc1cccc(NC(=O)NCC(c2ccco2)N2CCCCC2)c1 (stereo not given) | -3 | -13 | 4 | 2 | 0.6% | 3 | -1.0 | -7 | -20
CN(C)CCOc1ccc(C(C)(C)c2ccccc2)cc1 | -9 | -16 | -1 | 0 | -0.3% | 2 | -0.1 | 4 | -9
CSCCC(NC(=O)c1ccccc1)C(=O)NCCCn1nc(C)cc1C (stereo not given) | 20 | -5 | nt | 6 | 3.2% | 7 | 0.4 | -7 | 12
CN(Cc1cccc(Cl)c1Cl)C(=O)c1ccc(NC(=O)CC#N)cc1 | 4 | -15 | -4 | -1 | 1.4% | 0 | 0.9 | 1 | -13
CNC(=S)N1CCN(c2nc(-c3cccc(OC)c3)cs2)CC1 | -21 | -5 | 0 | -2 | -0.2% | 0 | -1.4 | -1 | -7
CSc1cccc(NC(=O)COC(=O)c2ccccn2)c1 | 0 | -11 | -7 | -6 | -1.0% | 1 | 0.0 | -16 | 6

Screening results (PubChem)

A portion of the library (hit frequency here may not be typical).
